Compound activity (PubChem BioAssay)
VIM-2 inh: VIM-2 metallo-beta-lactamase inhibitors, primary screen, biochemical, epi-absorbance readout, Pseudomonas aeruginosa enzyme. purified VIM-2, nitrocefin hydrolysis, epi-absorbance fluorescence. inhibition, % at 5.6 µM. 0.89% of 290,000 active. AID 1527, 2009;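 active = inhibition above the mean of all tested compounds plus 3 SD, cutoff set per screening run, cut at about 7.5% in these data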;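 also: red hydrolysis product quenches plate fluorescence so inhibitors raise well fluorescence; 0% = enzyme with DMSO and 100% = DMSO without enzyme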
V1R ag counter: agonists of human V1a receptor, primary screen, counter-screen for OXTR agonist project, fluorescence, CHO-V1R cells; Vasopressin V1a receptor (Homo sapiens), P37288; Fluo-8 calcium fluorescence, agonist mode; 0% DMSO, 100% 3 nM vasopressin; activation, % at 3 µM; 0.25% of 320,000 active; AID 2797, 2010;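 active = activation above the mean activation of all tested compounds plus 3 SD, per screening run, cut at about 20% in these data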;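 also: signal is peak over basal fluorescence ratio across a 100 second FLIPR read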
Target sequence (P37288 whole entry, looked up): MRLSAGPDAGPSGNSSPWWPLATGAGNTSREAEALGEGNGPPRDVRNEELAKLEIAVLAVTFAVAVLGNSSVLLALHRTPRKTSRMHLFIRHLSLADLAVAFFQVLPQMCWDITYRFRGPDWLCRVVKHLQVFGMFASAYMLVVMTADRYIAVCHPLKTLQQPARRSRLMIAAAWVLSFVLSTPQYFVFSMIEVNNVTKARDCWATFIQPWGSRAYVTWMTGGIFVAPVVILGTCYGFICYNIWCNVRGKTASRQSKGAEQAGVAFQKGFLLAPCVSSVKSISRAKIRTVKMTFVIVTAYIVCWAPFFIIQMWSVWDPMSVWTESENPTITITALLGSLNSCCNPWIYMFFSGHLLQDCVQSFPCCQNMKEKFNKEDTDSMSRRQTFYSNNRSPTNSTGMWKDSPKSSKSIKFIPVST
IMP-1 inhibitor: IMP-1 metallo-beta-lactamase inhibitors, primary screen, biochemical, epi-absorbance readout, Pseudomonas aeruginosa enzyme; metallo-beta-lactamase IMP-1 (Pseudomonas aeruginosa); 0.45% of 290,000 active; AID 1556, 2009; inhibition, % at 5.6 µM; purified IMP-1, nitrocefin hydrolysis, epi-absorbance fluorescence;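 active = inhibition above the mean plus 3 SD of all compounds in the same screening run, cut at about 4.5% in these data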;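 also: 0% = IMP-1 with DMSO and 100% = DMSO wells lacking enzyme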
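System: Purified recombinant IMP-1 metallo-beta-lactamase enzyme | Measured by: Fluorescence quenching readout, ex 480/em 530 nm | Replication: Singlicate | Incubation: 15 min preincubation plus 25 min reaction at 25 °C | Evaluation: Percent inhibition from optical density relative to buffer-blank wells | Benchmarks: DMSO with and without IMP-1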
OXTR agonist: human OXTR agonists, primary screen, fluorescence, CHO-OTR cells, Fluo-8 calcium; AID 2435, 2010; activation, % at 3 µM; Oxytocin receptor (Homo sapiens), P30559; 0.32% of 320,000 active; Fluo-8 calcium fluorescence; normalized: DMSO 0%, oxytocin 100%;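 active = activation above the mean of all tested compounds plus 3 SD, cutoff set per screening run, cut at about 20% in these data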;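 also: peak over basal fluorescence ratio from a 100 s FLIPR kinetic read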
GPR7 antagonist: GPR7 receptor antagonists, primary screen, cell-based, fluorescence, single concentration; GPR7-expressing cells, fluorescence antagonist assay; inhibition, % at 4.4 µM; 1.1% of 290,000 active; in the data active = inhibition above about 16%, passing the limit was not always enough;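 also: cells stimulated with the agonist NPW; 0% = agonist with vehicle and 100% = vehicle without agonist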
Target sequence (P48145 whole entry, looked up): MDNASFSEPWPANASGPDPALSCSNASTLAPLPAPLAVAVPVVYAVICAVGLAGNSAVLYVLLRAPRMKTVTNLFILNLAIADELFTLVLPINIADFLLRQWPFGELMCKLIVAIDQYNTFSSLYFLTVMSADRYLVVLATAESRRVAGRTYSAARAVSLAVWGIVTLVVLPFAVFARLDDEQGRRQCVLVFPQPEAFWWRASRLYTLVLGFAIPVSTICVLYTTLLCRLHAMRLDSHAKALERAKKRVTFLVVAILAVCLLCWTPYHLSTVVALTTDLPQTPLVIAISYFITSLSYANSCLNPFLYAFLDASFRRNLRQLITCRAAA
PHOSPHO1 block: PubChem AID 1565. Phosphoethanolamine/phosphocholine phosphatase (Homo sapiens), Q8TCT1. recombinant PHOSPHO1, absorbance phosphatase assay. inhibition, % at 13.3 µM. 1.1% of 290,000 active; in the data active = inhibition above about 60%
DNA FID counter: compounds displacing fluorescent DNA intercalator, primary screen, artefact control for HCV NS3 helicase inhibitor project, biochemical, FID fluorescence | 0.17% of 290,000 active | inhibition, % at 7.9 µM | DNA fluorescent intercalator displacement | AID 1845, 2009; in the data active = inhibition above about 37%;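 also: 0% = vehicle and 100% = reference compound; higher means more ethidium bromide displaced from hairpin DNA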
HCV NS3 hel inh: inhibitors of HCV NS3 helicase, primary screen, biochemical, Cy5 molecular beacon fluorescence; Hepatitis C virus NS3 helicase; NS3 helicase DNA unwinding; inhibition, % at 10.9 µM; 0.56% of 290,000 active;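 active = inhibition above the mean of all tested compounds plus 3 SD, set per campaign, cut at about 35% in these data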;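 also: 0% = DMSO wells and 100% = thioflavine S control wells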
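System: HCV NS3 helicase fragment; control set: DMSO and thioflavine S; technique: Cy5 fluorescence at 0 and 60 min, beacon hairpin quenching; reagent: beacon DNA duplex substrate plus ATP; replicates: singlicate; schedule: 1 h reaction at 25 °C, ATP-initiated; medium: MOPS buffer pH 6.5 with MgCl2, DTT, Tween20, BSA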
GalR3 antagonist: GalR3 antagonists in HEK293 cells, primary screen, cell-based, fluorescence readout. HEK293 GalR3-CNG cAMP membrane potential fluorescence; galR3 body fused to GalR1 C-terminus. 0.44% of 360,000 active. inhibition, % at 3 µM. AID 651719, 2012;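 active = inhibition above the screen-wide average plus 3 SD, cut at about 13% in these data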;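 also: forskolin and galanin both at EC90 stimulate the cells; cAMP rise reported by CNG channel membrane potential dye signal; 0% = forskolin plus galanin with DMSO and 100% = forskolin alone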
Target sequence (O60755 1-299 limits assumed): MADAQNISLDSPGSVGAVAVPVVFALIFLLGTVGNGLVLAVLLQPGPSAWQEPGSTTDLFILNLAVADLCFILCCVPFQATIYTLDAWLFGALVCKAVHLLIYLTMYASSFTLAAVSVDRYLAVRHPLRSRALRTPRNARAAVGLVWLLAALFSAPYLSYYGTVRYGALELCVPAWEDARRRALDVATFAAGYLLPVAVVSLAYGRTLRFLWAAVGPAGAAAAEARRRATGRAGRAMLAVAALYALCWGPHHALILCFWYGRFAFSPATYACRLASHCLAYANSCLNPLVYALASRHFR
Starred values were filed as active, the others as inactive; / = no result given. Compounds were not picked by outcome; 4.3% or so of the library scored in one or more.

Field names: A = VIM-2 inh; B = V1R ag counter; C = IMP-1 inhibitor; D = OXTR agonist; E = GPR7 antagonist; F = PHOSPHO1 block; G = DNA FID counter; H = HCV NS3 hel inh; I = GalR3 antagonist
mol: COc1ccc(C(NC(=O)c2ccc(-c3ccccc3)cc2)c2ccccc2)cc1 (stereo unspecified)
  A = -1.2	B = 1.7	C = -2.8	D = 0.2	E = -8	F = -12	G = 3	H = -4	I = 3

mol: CCOc1ccc(NC(=O)c2cc(Cl)nc3ccccc23)cc1
  A = 0.2	B = 3.7	C = 0.0	D = -2.8	E = 10	F = 28	G = -7	H = -10	I = -3

mol: CN(C)c1ccc(/C=N/NC(=O)c2cccc(N3CCCC3=O)c2)cc1
  A = -2.2	B = 0.1	C = -3.8	D = -0.5	E = 6	F = -12	G = -3	H = -17	I = 1

mol: O=C(c1ccco1)N1CCN(C(=S)Nc2ccc(F)cc2)CC1
  A = -0.5	B = 1.0	C = -1.0	D = 0.1	E = -10	F = 18	G = -13	H = 34	I = -4

mol: Cc1c(Cl)cccc1NS(=O)(=O)c1ccc2c(c1)C1C=CCC1C(c1ccc(C(=O)O)cc1)N2 (stereo unspecified)
  A = -0.7	B = 0.5	C = 30*	D = 1.2	E = 1	F = -12	G = 11	H = 39*	I = /

mol: CCCCn1c(CCc2ccccc2)nc2cc3[nH]c(=O)c(C(C)C)nc3cc21
  A = -0.1	B = -0.7	C = -1.8	D = -1.9	E = -15	F = 21	G = -27	H = -24	I = -11

mol: COc1ccc(NC(=O)CSc2nc3ccccc3nc2N2CCCC2)c(OC)c1
  A = -3.8	B = 0.5	C = -3.0	D = -0.3	E = -4	F = 7	G = -5	H = 0	I = /

mol: Cc1ccc2c(C(=O)CN3CCC(C(N)=O)CC3)c(C)[nH]c2c1
  A = -1.5	B = -0.5	C = -2.7	D = 0.4	E = 2	F = 14	G = 1	H = 3	I = /

mol: O=C(OCC(=O)N1CCCc2ccccc21)c1cnc(Cl)c(Cl)c1
  A = -2.9	B = 0.1	C = -4.5	D = -1.6	E = 21	F = -4	G = -7	H = -2	I = -5

mol: CCCc1ccc(OCc2ccc(C(=O)N3CCCC3)o2)cc1
  A = -1.9	B = 2.1	C = -3.3	D = -1.5	E = -8	F = 4	G = -34	H = -3	I = 0

mol: CCC(CC)C(=O)NCc1ccccc1Cl
  A = -1.9	B = 0.7	C = -3.9	D = -0.4	E = -6	F = 4	G = -5	H = 13	I = -4

mol: COc1ccc(-n2nc(C(=O)NCC(=O)Nc3ccccn3)c3ccccc3c2=O)cc1
  A = -1.4	B = -0.1	C = -3.2	D = 0.7	E = -10	F = -19	G = 4	H = 0	I = -2

mol: OC(CN1CCN(Cc2ccccc2)CC1)Cn1c2ccccc2c2ccccc21 (stereo unspecified)
  A = -1.9	B = 8.6	C = -0.3	D = 11	E = -1	F = -11	G = 8	H = -66	I = -5

mol: N/C(=N\OC(=O)C1CCCCC1)c1ccc(Cl)cc1
  A = -1.1	B = -0.1	C = -1.9	D = -0.1	E = 3	F = 8	G = -6	H = -3	I = -2

mol: Cc1ccc(C)c(NC(=O)C(C)CC2COCCO2)c1 (stereo unspecified)
  A = -2.6	B = -0.7	C = -1.7	D = -1.2	E = 4	F = -10	G = -2	H = -1	I = -3

mol: CC(=O)Nc1ccc(SC[C@H](Cc2ccccc2)N2CCN(CCc3ccccc3)CCC2=O)cc1
  A = /	B = -0.1	C = /	D = 1.9	E = /	F = 13	G = /	H = /	I = -5

mol: CCCCCn1c(S(=O)(=O)O)nc2ccccc21
  A = -3.2	B = -0.8	C = -1.9	D = 0.8	E = -6	F = 27	G = -4	H = 1	I = -4

mol: CC(NC(=O)c1cccc(S(=O)(=O)N2CCN(Cc3ccccc3)CC2)c1)c1ccc(Br)cc1 (stereo unspecified)
  A = -0.5	B = 4.0	C = -1.1	D = 3.0	E = -13	F = 37	G = -11	H = -30	I = 1

mol: CC(=O)Nc1nc(C)c(Cc2ccccc2)c(=O)[nH]1
  A = -0.8	B = 0.9	C = -3.8	D = -0.3	E = -7	F = -6	G = -9	H = 8	I = -3

mol: CCN(CC)C(=O)CSc1ncnc2c(-c3ccc(OC)cc3)nsc12
  A = -0.6	B = 1.4	C = -3.4	D = 0.5	E = -3	F = 15	G = -3	H = -5	I = /

A different layout for 3 compounds above.
canonical_smiles	VIM-2 inh	V1R ag counter	IMP-1 inhibitor	OXTR agonist	GPR7 antagonist	PHOSPHO1 block	DNA FID counter	HCV NS3 hel inh	GalR3 antagonist
Cc1ccc(C)c(NC(=O)C(C)CC2COCCO2)c1 (stereo unspecified)	-2.6	-0.7	-1.7	-1.2	4	-10	-2	-1	-3
CC(=O)Nc1ccc(SC[C@H](Cc2ccccc2)N2CCN(CCc3ccccc3)CCC2=O)cc1	/	-0.1	/	1.9	/	13	/	/	-5
CCCCCn1c(S(=O)(=O)O)nc2ccccc21	-3.2	-0.8	-1.9	0.8	-6	27	-4	1	-4

Carrying on:
Field names: A = VIM-2 inh; B = V1R ag counter; C = IMP-1 inhibitor; D = OXTR agonist; E = GPR7 antagonist; F = PHOSPHO1 block; G = DNA FID counter; H = HCV NS3 hel inh; I = GalR3 antagonist
mol: CCn1c(=O)cc(SCC(=O)N2CCN(C(=O)c3ccco3)CC2)c2ccccc21
  A = 1.4	B = -0.3	C = 0.1	D = -0.7	E = -11	F = 19	G = -23	H = -5	I = -5

mol: O=C(O)CCN1C(=O)c2ccc(NC(=O)CCc3ccccc3)cc2C1=O
  A = -2.5	B = -0.1	C = -0.8	D = 0.7	E = -3	F = 34	G = -17	H = 3	I = -2

mol: Cc1cc(OCC(=O)NCCc2c[nH]c3ccccc23)c2c(C)c(C)c(=O)oc2c1
  A = 4.0	B = -0.1	C = -0.5	D = 0.3	E = 0	F = 34	G = -38	H = -56	I = -1

mol: COc1cccc(C(=O)Nc2ccncc2)c1
  A = -5.0	B = 2.8	C = -3.0	D = 1.7	E = -6	F = 21	G = 7	H = 3	I = /

mol: Cc1cc(=O)[nH]c(N/N=C/CCc2ccccc2)n1
  A = -0.8	B = -1.3	C = -1.8	D = -0.5	E = -2	F = -10	G = -11	H = 0	I = -4

mol: CCn1nc([N+](=O)[O-])c(C(C#N)c2nc3cc(C(F)(F)F)ccc3s2)c(Cl)c1=O (stereo unspecified)
  A = -4.1	B = 4.1	C = -9.3	D = 4.2	E = -8	F = 12	G = 1	H = -24	I = -8

mol: CC(COS(N)(=O)=O)Cc1ccc(C(F)(F)F)cc1 (stereo unspecified)
  A = -1.6	B = 0.1	C = -2.1	D = -1.3	E = 1	F = -36	G = -8	H = 0	I = 1

mol: CCCCCN(C(=O)NC(=O)NCCCC)S(C)(=O)=O
  A = -1.6	B = 0.3	C = -0.8	D = 0.1	E = -16	F = -26	G = 0	H = 7	I = -8

mol: C/C(=C\c1ccco1)C1C(C#N)=C(N)Oc2n[nH]c(-c3ccccc3)c21 (stereo unspecified)
  A = 2.1	B = -0.4	C = 0.2	D = -0.6	E = 11	F = 26	G = -5	H = 8	I = 0

mol: Cc1ccccc1NC(=O)NC(C)(C)CC(C)(C)C
  A = -2.9	B = -1.5	C = -1.8	D = -2.1	E = 4	F = 4	G = -11	H = -4	I = 2

mol: CCOC(=O)COn1c(=O)c(-c2ccc(C)cc2)[n+]([O-])c2ccccc21
  A = -1.0	B = -0.2	C = -0.6	D = 0.4	E = -12	F = 24	G = -19	H = 13	I = -9

mol: O=C(Nc1cccnc1)c1cc(-c2ccccc2O)on1
  A = 0.4	B = 3.4	C = -0.3	D = 2.2	E = 39*	F = 32	G = -3	H = 12	I = -4

mol: Cc1[nH]n(-c2ccccc2)c(=O)c1C(C[N+](=O)[O-])c1ccc(Cl)cc1 (stereo unspecified)
  A = 0.5	B = 1.8	C = -1.6	D = 2.7	E = -7	F = -4	G = 0	H = 19	I = -11

mol: COc1ccc(/C=C2/Sc3ccc(C(=O)N4CCc5ccccc5C4)cc3NC2=O)cc1
  A = -4.2	B = -0.8	C = -3.9	D = 1.3	E = -4	F = -10	G = -5	H = 2	I = -4

mol: COC(=O)c1c(NC(=O)CSc2nncs2)sc2c1CCCCC2
  A = -3.6	B = 0.2	C = -1.5	D = -0.4	E = -13	F = 50	G = -19	H = 6	I = -9

mol: O=C(Nc1ccccc1)c1ccc(-c2ccccc2)s1
  A = -3.9	B = 0.0	C = 3.3	D = -1.5	E = 17	F = -23	G = -6	H = 33	I = -6

mol: O=C(NCCN1CCN(c2ccccc2)CC1)Nc1ccc(Cl)cc1
  A = -2.7	B = 2.8	C = -3.6	D = 11	E = 8	F = 20	G = 15	H = -71	I = -12

mol: CS(=O)(=O)NCCCCNc1ccc(C(F)(F)F)cc1[N+](=O)[O-]
  A = -0.6	B = 12	C = -0.9	D = 11	E = 1	F = 44	G = 3	H = 3	I = -7

mol: O=C(NCCn1cccc1)c1cccc2ccccc12
  A = -0.9	B = -0.5	C = -2.7	D = -1.3	E = -6	F = -14	G = -5	H = 9	I = -6

mol: COc1ccc(/C=C/C(=O)c2c(O)ccc3c(C)cc(=O)oc23)cc1
  A = -0.6	B = 0.1	C = 1.0	D = -0.1	E = -8	F = 3	G = -4	H = -2	I = -4

mol: COc1cc(NC(=S)NCCCN2CCOCC2)cc(OC)c1OC
  A = -2.0	B = 0.0	C = -2.4	D = -0.7	E = -3	F = 37	G = -3	H = 13	I = -4

mol: OC(c1cc(-c2ccc(C(F)(F)F)cc2)nc(C(F)(F)F)c1)C1CCCCN1 (stereo unspecified)
  A = -1.0	B = 26*	C = -0.9	D = 23*	E = 42*	F = 30	G = 33	H = -55	I = -13

mol: CCOc1ncccc1C(=O)OCc1ccc(C(=O)OC)cc1
  A = -2.5	B = -0.4	C = -3.4	D = -2.0	E = 0	F = -12	G = -15	H = -3	I = -2

mol: NC(=O)C1CCN(C(=O)CC(c2ccccc2)c2ccccc2)CC1
  A = 0.6	B = 1.0	C = 2.7	D = 2.1	E = 2	F = 40	G = -15	H = 6	I = -9
